Y pestis TopoI = Yersinia pestis topoisomerase I inhibitors, primary screen, biochemical, cleavage product accumulation, plate reader, single point. DNA topoisomerase I (Yersinia pestis CO92). Y. pestis Topo-I cleavage product accumulation. activity, % at 10 µM. actives 0.064% (n = 360,000); in the data active = activity above about 50%, passing the limit was not always enough; inconclusive = no clear call, values can overlap the other calls; also: inactives centre near 2
Anthrax LF prot = Bacillus anthracis LF protease inhibitors, primary screen, biochemical, multiplex microsphere, MLPCN library | Lethal factor (Bacillus anthracis), P15917 | AID 588501, 2011 | inhibition, % at 10 µM | actives 0.12% (n = 360,000) | multiplex microsphere protease cleavage assay; also: plate controls were buffer without enzyme for full effect and enzyme alone for no effect
Target sequence (P15917 whole entry, looked up): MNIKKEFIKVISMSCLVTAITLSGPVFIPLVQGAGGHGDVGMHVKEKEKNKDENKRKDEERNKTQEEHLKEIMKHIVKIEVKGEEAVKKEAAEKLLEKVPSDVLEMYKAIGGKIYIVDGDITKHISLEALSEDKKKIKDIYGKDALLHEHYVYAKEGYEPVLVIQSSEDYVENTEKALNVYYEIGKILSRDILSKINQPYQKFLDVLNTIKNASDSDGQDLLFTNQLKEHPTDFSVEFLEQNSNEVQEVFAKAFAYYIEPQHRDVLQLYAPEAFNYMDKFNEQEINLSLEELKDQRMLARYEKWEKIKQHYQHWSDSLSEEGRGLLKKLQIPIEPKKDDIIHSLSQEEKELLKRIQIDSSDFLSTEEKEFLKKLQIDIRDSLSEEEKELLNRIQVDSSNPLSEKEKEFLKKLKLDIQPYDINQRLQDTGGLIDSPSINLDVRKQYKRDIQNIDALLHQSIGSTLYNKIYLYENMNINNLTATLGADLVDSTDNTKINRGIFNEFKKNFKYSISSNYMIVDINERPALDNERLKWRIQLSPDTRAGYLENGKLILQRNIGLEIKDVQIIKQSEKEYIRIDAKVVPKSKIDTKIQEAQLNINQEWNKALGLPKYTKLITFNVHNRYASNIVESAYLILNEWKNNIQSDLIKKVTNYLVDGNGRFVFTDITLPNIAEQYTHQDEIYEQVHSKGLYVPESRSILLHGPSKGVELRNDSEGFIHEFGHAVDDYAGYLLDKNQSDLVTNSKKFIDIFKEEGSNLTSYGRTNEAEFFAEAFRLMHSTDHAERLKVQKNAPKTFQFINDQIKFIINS
BH1578 lux ind = inducers of Vibrio cholerae quorum light production without autoinducers, primary screen, BH1578 luxS cqsA deficient, single point; activation, % at 18.7 µM; actives 0.16% (n = 350,000); V. cholerae BH1578 lux reporter, luminescence, 6 h; AID 588436, 2011; in the data active = activation mostly above about 9.7%, no sharp cut-off; inconclusive = no clear call, values can overlap the other calls; inactive = mostly below about 3.7%; also: not every result past the cut was called active; inactives centre near 0; reference of the scale not given here
PfHsp40 yeast = rescue of yeast from PfHsp40 toxicity, primary screen, S. cerevisiae, ATP luminescence; S. cerevisiae expressing PfHsp40, growth rescue; growth rescue, % at 12.5 µM; actives 0.68% (n = 340,000); in the data active = growth rescue above about 28%, passing the limit was not always enough; inconclusive = no clear call, values can overlap the other calls;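 also: yeast W303a lacking pdr1 and pdr3 grown in galactose medium; growth measured after three days at 30 °C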
BoNT-A LC inh2 = BoNT/A light chain protease inhibitors, primary screen, biochemical, flow cytometry, MLPCN library. inhibition, % at 10 µM. actives 0.17% (n = 360,000). multiplex microsphere protease substrate cleavage. Botulinum neurotoxin type A light chain protease (Clostridium botulinum A str. ATCC 3502); also: plate controls were buffer without enzyme for full effect and enzyme alone for no effect
PrPC surface inh = inhibitors of human cell surface prion protein PrPC, primary screen, cell-based, TR-FRET; TR-FRET read-out; actives 0.43% (n = 370,000); Major prion protein (Homo sapiens), P04156; inhibition, % at 13.8 µM; in the data active = inhibition above about 24%; also: 0% = median of the test wells and 100% = reference compound wells
PriA SSB inh = inhibitors of Klebsiella pneumoniae PriA binding to SSB C-terminal tail, primary screen, biochemical, AlphaScreen | AID 1272365, 2023 | inhibition, % at 33 µM | actives 0.6% (n = 430,000) | AlphaScreen SSBct-PriA binding, biotinylated peptide; in the data active = inhibition mostly above about 37%, no sharp cut-off; inactive = mostly below about 20%;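 also: plate controls were negative control peptide for no effect and reference peptide for full effect; strong numbers were not always called active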
TcdB inh = TcdB glycohydrolase inhibitors, primary screen, biochemical, single point, plate reader | TcdB glycohydrolase enzymatic assay | inhibition, % at 9.99 µM | actives 0.24% (n = 350,000) | AID 652162, 2013; in the data active = inhibition above about 10%
SARS 3CLpro inh = SARS-CoV 3CLpro protease inhibitors, primary screen, biochemical, quenched FRET | Replicase polyprotein 1ab (Severe acute respiratory syndrome coronavirus), P0C6X7 | recombinant SARS-CoV 3CLpro, quenched FRET peptide cleavage | inhibition, % at 6 µM | actives 0.14% (n = 290,000); in the data active = inhibition above about 12%
* hit, by the source's call; i = inactive; ? = inconclusive; nt = no result given; & = joins results of further samples. Rule as the data show it, unless noted: active = inhibition above about 30%; inconclusive = no clear call, values can overlap the other calls; inactive = below that. Not all compounds are listed; the hit share may differ from the screen's.

SMILES	Y pestis TopoI	Anthrax LF prot	BH1578 lux ind	PfHsp40 yeast	BoNT-A LC inh2	PrPC surface inh	PriA SSB inh	TcdB inh	SARS 3CLpro inh
CN(C)c1ccc(/C=C(\NC(=O)c2ccccc2)C(=O)NCCCN2CCOCC2)cc1	7	0	-1.7	2.2	-0.4	-2	1	0.0	1
CCOc1ccc(C(=O)/C=C/c2cn(CN3CCN(C)CC3)c3ccccc23)cc1	2	0	i	0.0	0.7	7	-8	0.8	3
O=C1CCN(Cc2ccccc2)C=C1C(=O)c1ccccc1	-1	-7	-1.1	0.0	-0.3	0	-9	3.6	nt
COCCn1c(=O)[nH]c2cc(C(=O)Nc3nnc(C)s3)ccc21	8	1	i	-0.1	-0.9	-2	-7	2.9	0
CCN(CC)C(=O)COc1ccc(C=O)cc1OC	7	3	-0.1	0.0	1.3	-3	-12	0.4	2
CC(C)(C)CN1CCN(Cc2nc(-c3ccc(F)cc3)cs2)CC1CCO (stereo not given)	18	5	-0.3	-0.3	0.5	6	-11	1.6	-4
O=C(NCc1ccco1)c1cc(-c2ccc(Cl)cc2)on1	-14	-1	-0.2	0.6	0.8	2	-25	nt	0
Cc1ccc(O)c(C2=Nc3ccccc3C2(C)C)c1	7	-3	-0.2	0.6	-0.4	-3	-107	1.4	1
COc1ccc(C(=O)Nc2cccc(-c3cnc4ccccc4n3)c2)cc1	8	0	nt	-0.5	0.7	5	-3	nt	0
O=C(Cc1ccc(F)cc1)NCCc1ccc(F)cc1	-7	0	i	0.9	0.1	12	-3	nt	7
O=C(Cn1nnc2ccccc2c1=O)N[C@H](C(=O)O)c1ccccc1	6	0	i	-0.6	-0.1	9	-8	1.1	2
Cc1ccc(S(=O)(=O)N(Cc2n[nH]c(=S)n2-c2ccccc2)c2cccc(Cl)c2)cc1	24	-7	-0.4	-0.6	-1.6	4	1	1.6	-2
CN(C(=O)COC(=O)C1c2ccccc2Oc2ccccc21)C1CCS(=O)(=O)C1 (stereo not given)	-4	-3	0.8	1.2	-0.8	7	-2	nt	-1
COc1cc(OC)nc(Oc2ccccc2C(=O)Oc2cccc(C)c2)n1	7	-2	-1.7	7.6	-1.0	6	-42	nt	4
Cc1cc(C)nc(SCc2nnc(SCC(=O)N3CCCc4ccccc43)n2C)n1	6	2	i	-1.5	-1.1	2	-8	0.1	1
CN1CCCC(OC(=O)c2ccc(C#N)cc2)C1 (stereo not given)	5	12	-0.6	-0.7	-2.3	-7	3	0.7	1
Cc1ccc(C)c(S(=O)(=O)Nc2nc(C)c(C(=O)Nc3ccccc3)s2)c1	2	0	-0.2	2.2	-0.6	-6	-1	3.2	3
Cc1cc(C(=O)COC(=O)CNC(=O)c2ccc(F)cc2)c(C)n1Cc1ccco1	20	0	-0.4	0.2	-0.3	6	-3	-0.2	-3
Cn1c(=O)c2ncn(CC(=O)N/N=C/C=C/c3ccccc3)c2n(C)c1=O	13	8	-0.2	-1.3	2.5	-2	nt	1.2	0
O=C(C1CCN(S(=O)(=O)c2ccccc2)CC1)N1CCOCC1	0	-2	-0.2	1.8	?	-1	-13	0.1	-2
CCOC(=O)N1CCC(NC(=O)c2cc(-c3ccc(OC)cc3)nc3ccccc23)CC1	-4	1	0.7	0.1	-0.9	-17	-17	-1.0	4
Cc1cc(C(=O)NNC(=S)Nc2ccccc2C)cs1	-13	-1	-0.3	-0.6	-0.5	8	-7	nt	-1
C[C@@H]1CCCCO[C@H](CN(C)C(=O)c2ccccc2)[C@@H](C)CN([C@H](C)CO)C(=O)c2cc(NC(=O)c3ccncc3)ccc2O1	20	-4	i	nt	-0.3	5	nt	0.0&0.1&0.2	nt
Cc1c(Cl)cccc1NC(=O)C1NC(=O)CC1c1ccccc1 (stereo not given)	3	-10	i	-0.6	-1.2	-3	0	1.5	-2
Cn1c(=O)c2c(nc(CN3CCOCC3)n2CC(O)CO)n(C)c1=O (stereo not given)	5	?	-0.6	-0.6	?	12	5	nt	-2
COc1ccc2[nH]c3c(NCCC4=CCCCC4)ncnc3c2c1	3	-2	-0.8	0.8	0.5	41*	9	1.5	1
O=C(Cc1ccccc1)N/N=C/c1cc(Br)cc(Cl)c1O	5	5	-0.2	-1.0	1.1	-5	nt	1.5	7
CCOc1cc(/C=C2\C(=N)N3N=C(S(=O)(=O)CC)SC3=NC2=O)ccc1OC(=O)c1ccco1	-6	4	-0.2	-0.2	0.1	2	-6	1.8	7
N#CC1=C(N)Oc2ccc3ccc(O)cc3c2C1c1ccsc1 (stereo not given)	-5	-2	i	1.0	1.1	1	10	-1.0	-4
COC(=O)C1CCN(S(=O)(=O)c2ccc(Br)s2)CC1	13	5	i	-1.7	1.3	-1	-15	1.4	nt
CCCCNC(=O)c1onc(CSc2ccc(Cl)cc2)c1C(=O)NCCCC	-5	0	-0.4	14	-0.1	-1	-14	1.1	nt
Cc1noc(C)c1NC(=O)N(C)C[C@H]1Oc2ccc(NC(=O)Nc3ccc(C(F)(F)F)cc3)cc2C(=O)N([C@H](C)CO)C[C@@H]1C	12	1	-0.3	-0.3	0.0	-2	-8	0.5&-0.8	nt
COc1ccc(OCc2ccc(C(=O)O)cc2)cc1	-5	-15	-3.1	-1.7	-4.7	10	-10	nt	1
Oc1ccccc1C=NC1=NN(c2cccc(C(F)(F)F)c2)CC1	4	-1	-0.3	-0.2	2.2	-1	7	nt	-4
CN(C)CC(O)COC(c1ccc(Cl)cc1)c1ccc(Cl)cc1 (stereo not given)	-16	-5	2.1	-0.7	-0.9	-9	-13	1.5	3
Cc1ccc(C(=O)NC(=S)Nc2ccc(NC(=O)c3cccc(Cl)c3)cc2)cc1	7	3	-0.3	0.7	0.4	2	-10	-2.9	0
CS(=O)(=O)N1Cc2ccccc2CC1C(=O)OCC(=O)NCc1ccccc1 (stereo not given)	1	-2	i	0.1	-0.2	-5	-3	0.5	nt
CC(C)(C)c1ccc(C2(C)NC(=O)N(CC(=O)NC3CCS(=O)(=O)C3)C2=O)cc1 (stereo not given)	-4	6	-1.4	-0.2	-2.2	1	-6	1.5	nt
Cc1nn(CCC(=O)NNC(=S)NCC(C)C)c(C)c1Br	-7	-2	-0.2	-0.3	0.7	1	-3	2.8	0
COc1ccc2nc(NC(=O)c3cccc(-c4cc5ccccc5oc4=O)c3)sc2c1	1	2	0.0	0.4	0.5	-4	-8	nt	2
CCOc1ccccc1C(=O)Nc1cnn(Cc2ccc(F)cc2)c1	13	-8	-0.4	6.3	-0.4	4	-18	nt	-2
CSc1nc2n(n1)C(c1ccccn1)C1=C(CC(C)(C)CC1=O)N2 (stereo not given)	-6	0	-6.2	-0.9	1.4	-4	-9	nt	2
O=C(COC(=O)C1CC2CCCC(C1)C2=O)Nc1ccc(Cl)cn1 (stereo not given)	0	0	-7.1	-0.4	-2.1	-4	-7	0.4	nt
CCN(CC)CCN1C(=O)C(=O)/C(=C(/O)c2ccc(OC(C)C)cc2)C1c1ccncc1 (stereo not given)	5	-2	i	0.7	-0.1	-8	nt	nt	-1
Cc1cccc([N+](=O)[O-])c1NC(=O)COC(=O)c1nc2nccc(C)n2n1	5	-6	-0.8	0.2	-0.2	-2	6	0.5	nt
CC1=C(C(=O)NC2CC(C)(C)Cc3c2cnn3-c2ccc(C)cc2)OCCO1 (stereo not given)	31	5	-1.3	6.5	3.4	6	-9	1.9	-1
O=C1CC(c2ccco2)CC(O)=C1C=Nc1cc(Cl)ccc1O (stereo not given)	-4	1	-0.3	-1.5	0.6	-4	-12	nt	1
Cc1ccc(Cn2c(=N)n(CC(O)c3ccco3)c3ccccc32)cc1 (stereo not given)	9	-1	nt	3.8	-1.5	-1	1	nt	-1

Shown in markdown: 3 of the compounds above
| Structure | Y pestis TopoI | Anthrax LF prot | BH1578 lux ind | PfHsp40 yeast | BoNT-A LC inh2 | PrPC surface inh | PriA SSB inh | TcdB inh | SARS 3CLpro inh |
| --- | --- | --- | --- | --- | --- | --- | --- | --- | --- |
| COc1ccc(C(=O)Nc2cccc(-c3cnc4ccccc4n3)c2)cc1 | 8 | 0 | nt | -0.5 | 0.7 | 5 | -3 | nt | 0 |
| Cc1ccc(O)c(C2=Nc3ccccc3C2(C)C)c1 | 7 | -3 | -0.2 | 0.6 | -0.4 | -3 | -107 | 1.4 | 1 |
| CC(C)(C)c1ccc(C2(C)NC(=O)N(CC(=O)NC3CCS(=O)(=O)C3)C2=O)cc1 (stereo not given) | -4 | 6 | -1.4 | -0.2 | -2.2 | 1 | -6 | 1.5 | nt |

New compounds follow.
SMILES	Y pestis TopoI	Anthrax LF prot	BH1578 lux ind	PfHsp40 yeast	BoNT-A LC inh2	PrPC surface inh	PriA SSB inh	TcdB inh	SARS 3CLpro inh
CC1=C(C(=O)OC(C)C)C(c2ccc(Cl)cc2)n2c(sc(=Cc3ccc(OCC(=O)O)cc3)c2=O)=N1 (stereo not given)	12	-3	-0.7	nt	1.0	6	-7	1.3	nt
O=c1c2c([nH]c3ccccc13)C(=C1CCCC1)CC2	-10	-9	i	-0.6	0.2	nt	3	nt	3
O=C(Nc1ccc(Cl)cc1)OCc1cncs1	-5	2	i	-0.4	0.7	7	-28	nt	-2
O=C(Cn1nnc(-c2cccs2)n1)Nc1ccccc1C(F)(F)F	-6	1	0.4	-1.5	-0.1	3	-4	-0.2	3
CCc1c(C)nc2[nH]nc(-c3ccccc3C)n2c1=O	-6	2	-1.0	-0.8	0.1	0	-17	nt	-1
Cc1nn(-c2ccccc2)c(C)c1C(=O)OCC(=O)Nc1ccccc1C(F)(F)F	15	0	3.1	-0.9	-1.1	-2	-4	0.1	nt
CC1CCCCC12NC(=O)N(CC(=O)NC(=O)NCc1ccco1)C2=O (stereo not given)	-6	-2	-7.1	1.5	0.6	-4	0	nt	4
Nc1ncnc2c1ncn2[C@@H]1O[C@H](CO)[C@@H](O)[C@@H]1O	16	-8	i	-0.2	-0.8	8	-8	-7.2	nt
COc1ccc(C2=NN(CN3C(=O)C(=O)c4ccccc43)C(c3cccc([N+](=O)[O-])c3)C2)cc1 (stereo not given)	5	-6	-0.4	1.1	-0.4	3	-9	-0.4	-3
CC(C)(C)C1CCC(C(=O)Nc2cccnc2)CC1 (stereo not given)	5	4	i	-0.1	-0.3	0	12	0.1	0
c1csc(CNc2ncnc3ccc(-c4ccoc4)cc23)c1	-2	-2	i	-1.3	0.1	-3	-13	-1.6	nt
COc1cc(C(=S)N2CCCC2)ccc1OC(=O)c1ccc(Cl)cc1[N+](=O)[O-]	-1	-3	0.4	0.1	-1.2	1	23	nt	-7
Cc1nnc(SC(C)C(=O)Nc2nccs2)s1 (stereo not given)	-3	-1	0.7	-1.8	-1.2	7	-2	1.0	3
CCOc1ccc(OCCn2ccnc2)cc1	5	-4	i	1.9	-0.6	-2	9	nt	-2
CSc1ccc(CN2CCC(C)(Oc3cnc(Cl)c4ccccc34)C2)cc1 (stereo not given)	33	-8	-0.4	nt	-0.2	-11	nt	0.6	nt
CNCC(O)Cn1c(C(F)(F)F)nc2ccccc21 (stereo not given)	-1	-3	i	-0.5	0.5	-6	-7&-17	-0.8	3
CC(=O)N(c1cccc(C)c1)C1SC(=O)N(c2ccccc2)C1=O (stereo not given)	-3	-3	-0.5	-0.2	0.1	-3	-19	nt	2
O=C(CN1CCCSc2ccccc21)N1CCN(S(=O)(=O)c2ccccc2)CC1	20	2	i	0.5	-2.3	4	5	0.5	nt

Source: PubChem BioAssay
